Autophagy mod = alters autophagy in cells; MEF GFP-LC3 puncta imaging; test concentration mostly 10 µM; calls only at 10 µM (by protocol); hit rate 0.98% among 190,000; AID 463193;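 active = percentage of spot-positive cells more than 3 SD above its plate mean, without a fluorescence outlier flag or 80% toxicity; inconclusive = no clear call, values can overlap the other calls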;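 also: spot-positive cell cutoff set from DMSO-treated cells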
WT yeast gro inh = growth inhibition of WT yeast, mitochondrial fusion screen. hit rate 2.1% among 190,000. mitochondrial fusion phenotypic screen, WT strain. inhibition, % at 10 µM. AID 1362; in the data active = inhibition above about 58%; tested in S. cerevisiae
Ins promoter up = MIN6 insulin promoter up-regulation. AID 1625. MIN6 insulin promoter-GFP reporter, high-content imaging; stronger effect = higher value. hit rate 0.3% among 190,000. z-score at 5 µM;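 active = z-score above 3 at 5 µM with at least 500 cells counted in the well; inconclusive = wells under 500 cells, flagged as cytotoxic or low count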
Yfh1-depleted yeast = mitochondrial function rescue without frataxin homolog – Friedreich's ataxia, plus single-dose screen, dose response (AID 1465) | S. cerevisiae Yfh1-off respiration, WST-1 reduction, 72 h; higher fold induction means a stronger effect | fold induction at 50 µM; hits with a dose series show EC50 in µM | hit rate 0.074% among 220,000;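 active = fold induction of absorbance versus untreated yeast above a set limit, then at least 30% activation at any dose in follow-up; inconclusive = repeats straddling the limit, or above it without dose testing; inactive = fold induction below the set limit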;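 also: activators that raise dye reduction in frataxin-depleted yeast; strong numbers were not always called active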
b-catenin transl = alters nuclear translocation of beta-catenin in HeLa cells; immunofluorescence imaging; nuclear translocation activity, % at 5 µM; hit rate 0.3% among 190,000;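 active = nuclear translocation activity above 50% at 5 µM, with a well cell count of 50 or more; inconclusive = wells under 50 cells across six images, flagged as toxic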;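 also: per-cell ratio of nuclear to cytoplasmic median beta-catenin stain intensity; plate controls were DMSO negative control for no effect and GSK-3 inhibitor IX positive control for full effect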
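Technique: fluorescence imaging of beta-catenin antibody stain plus DAPI / Material: human HeLa cell line / Incubation: compound treatment 24 h, 37°C, 5% CO2 / Read-out basis: % activation of per-cell nuclear versus cytoplasmic median beta-catenin signal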
PMI inhibitors = inhibitors of human PMI, primary screen, biochemical, fluorescence intensity, coupled assay (AID 1209) | purified PMI enzyme, coupled fluorescence intensity; higher % means a stronger effect | inhibition, % at 20 µM, or IC50 in µM where a hit was titrated | hit rate 0.42% among 190,000;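 also: plate controls were DMSO vehicle for no effect and wells lacking substrate for full effect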
Dynein transport = blocks dynein driven cargo transport along microtubules | hit rate 0.47% among 220,000 | AID 1381 | z-score, hits read low | 3617.4 mouse cells, GR-EGFP nuclear translocation imaging; test concentration mostly 20 µM; stimulated with dexamethasone, 1 µM; stronger effect = lower value;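 active = plate z-score of nuclear minus cytoplasmic receptor signal below a set negative limit, without overly bright fluorescence or cell loss, cut at about -3.5 in these data, passing the limit was not always enough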;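 also: z-score of nuclear minus cytoplasmic ring GR-EGFP intensity difference per well; some compounds called inactive have numbers as strong as hits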
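Also added: dexamethasone, 1.0 µM final. Medium: tet-free, stripped-serum medium. Detection: fixed, Hoechst-stained cells imaged at 10x for EGFP. Read-out: nuclear-to-cytoplasmic GR-EGFP distribution per well. Times: induction 48 h, compound 1 h, agonist 30 min.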
PMI inhibition = human PMI inhibitors, high substrate, primary screen, biochemical, fluorescence intensity, high mannose 6-phosphate (AID 1220); hit rate 0.66% among 190,000; inhibition, % at 20 µM; hits with a dose series show IC50 in µM; recombinant PMI enzyme, coupled fluorescence intensity; higher % means a stronger effect
MT stabilizer = stabilizes microtubules in HeLa cells. % tubulin-high responders, % at 10 µM. HeLa tubulin immunostaining HCS, 24 h; share of cells brighter than vehicle mean+2SD. hit rate 0.83% among 200,000;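 active = plate Z-score above 3 for both tubulin-high and condensed-nucleus cell shares, with cell loss under 80%, at 10 µM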;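 also: anti alpha tubulin signal scored within the nucleus-defined area of each cell; some results filed as inactive read as strong as hits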
WT yeast gro inh mutant strain = recorded beside WT yeast gro inh, whose call it bears; inhibition, %; mitochondrial fusion phenotypic screen, mutant strain inhibition
Dynein transport cytoplasmic EGFP = recorded beside Dynein transport, whose call it bears; z-score; measured here: cytoplasmic GR-EGFP intensity; stronger effect = higher value
Dynein transport nuclear GR-EGFP = second read-out of Dynein transport, no call of its own (marks repeat the call); z-score; measured here: nuclear GR-EGFP intensity;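 lower value marks the stronger effect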
Dynein transport cell count = recorded beside Dynein transport, whose call it bears; z-score; measured here: cell count per field
Ins promoter up cell count = second read-out of Ins promoter up, no call of its own (marks repeat the call); cell count; measured here: cytotoxicity, nuclei count;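 total cells summed across four imaged fields per well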
b-catenin transl cell count 5 µM = recorded beside b-catenin transl, whose call it bears; cell count; measured here: cell count, cytotoxicity flag
MT stabilizer Hoechst-high % = also measured in MT stabilizer; calls as there; % Hoechst-high responders; measured here: nuclear condensation Hoechst responders;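 share of cells brighter than vehicle mean plus two SD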
MT stabilizer cytotoxicity % = also measured in MT stabilizer; calls as there; toxicity, %; measured here: cytotoxicity by cell density;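 0% = mean cell density of plate MIN control wells and 100% = no cells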
Autophagy mod cell loss 18 h = also measured in Autophagy mod; calls as there; toxicity, %; measured here: cell loss, nuclei count;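 cell loss after 18 h compound exposure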
The depositor's hits bear a star; i = inactive; ? = inconclusive; . = not tested or not shown; + = active, no number. Rule as the data show it, unless noted: active = inhibition above about 50%; inactive = the rest. Outcome played no part in choosing rows. Share with any hit: about 5%.

No.	smiles	Autophagy mod	Autophagy mod cell loss 18 h	WT yeast gro inh	WT yeast gro inh mutant strain	Ins promoter up	Ins promoter up cell count	Yfh1-depleted yeast	b-catenin transl	b-catenin transl cell count 5 µM	PMI inhibitors	Dynein transport	Dynein transport cytoplasmic EGFP	Dynein transport nuclear GR-EGFP	Dynein transport cell count	PMI inhibition	MT stabilizer	MT stabilizer Hoechst-high %	MT stabilizer cytotoxicity %
1	O=C(c1ccccc1)c1cc2c(cc1[N+](=O)[O-])OCCO2	i	-9.1	4.0	-7.8	0.66	1424	i	0.1	1047	6.3%	0.937	-0.305	0.849	-0.563	10.9%	1.9	1.2	6.3
2	C/C(=N\NC(=O)c1ccncc1)c1cccs1	i	2.2	-3.1	1.8	-0.41	1265	i	-1.4	1032	-1.2%	-0.918	1.4	0.424	0.476	13.3%	2.4	2.1	8.3
3	N#Cc1nc(-c2ccco2)oc1N1CCC(Cc2ccccc2)CC1	i	-1.3	28.6	11.3	-0.02	967	i	.	.	13.8%	-0.663	-0.26	-0.216	1.16	10.9%	2.2	1.7	6.7
4	N#CCSc1nnc(C2CCCCC2)n1-c1ccccc1	i	7.8	-32.2	-10.7	.	.	i	-1.9	1133	9.2%	-0.165	-0.188	0.145	-0.897	11.9%	2.0	1.8	7.8
5	CCCc1nnc(-c2ccc(OC)cc2)o1	i	15.8	11.4	12.6	0.29	1272	i	.	.	3.0%	0.629	-0.219	0.608	-0.901	5.1%	3.7	1.7	0.6
6	C/C(=N\NC(=O)c1ccccn1)C12CC3CC(CC(C3)C1)C2	i	3.1	6.0	6.3	-0.48	1542	i	-0.7	1391	-5.8%	-0.925	-0.185	-1.16	-0.768	-3.3%	3.3	2.2	5.4
7	CCCC(=O)Nc1ccc(C(=O)N/N=C/c2cccnc2)cc1	i	-0.5	2.7	0.3	-0.02	789	i	-4.7	1101	11.0%	-0.471	0.589	-0.0252	1.82	6.3%	2.0	1.1	5.1
8	Cc1cc(Nc2nc(Cl)c(Cl)cc2Cl)n(-c2ccccc2)n1	i	14.5	65.3*	1.7*	0.13	1455	i	3.1	1052	11.9%	1.59	-0.261	1.02	-0.496	5.4%	17.1*	43.3*	27.5*
9	CCCCCCN1C=CC(=C/C=C(\C#N)C(=O)OCC)C=C1	+	-23.5*	21.8	-11.4	.	.	i	-0.7	1445	14.4%	-3.83	17	1.9	-0.374	20.8%	2.5	1.4	7.4
10	Cc1nc(CC(C)C)cc(C(=O)N2CCCC(CNS(=O)(=O)c3cccs3)C2)n1 (stereo unspecified)	i	3.2	-7.9	-10.8	0.12	1380	i	0.1	1103	-5.8%	0.381	-0.257	0.0896	-0.0742	-12.0%	0.9	1.3	6.6
11	COc1ccc(-c2ncc(CN3CCC(CO)(Cc4cccc(OC)c4)CC3)cn2)cc1	i	-20.9	21.1	17.4	0.28	1281	i	-0.4	964	7.9%	-0.572	-0.278	-0.103	0.302	1.3%	4.6	1.8	11.1
12	COc1cc(CN2CCC(C(=O)N3CCCC(C)C3)CC2)cc(OC)c1O (stereo unspecified)	i	0.7	-5.1	-7.7	-1.23	945	i	-3.3	1072	15.3%	-0.217	-0.0324	-0.174	0.466	15.1%	1.4	0.7	8.5
13	Cc1nc(NS(=O)(=O)c2ccccc2)sc1NC(=O)Nc1ccccc1	i	7.4	-13.4	-12.4	0.65	1408	i	-0.3	1566	16.3%	-0.242	-0.155	0.11	-0.166	9.8%	2.2	1.2	7.5
14	Cc1cccc(N2CCN(c3ccc(NC(=O)/C=C\C(=O)O)cc3)CC2)c1	i	-8.1	2.0	1.1	-0.26	1521	?	0.1	1414	1.1%	0.0909	-0.342	0.168	0.516	38.1%	1.4	1.2	0.9
15	COc1ccc(Nc2ccc([N+](=O)[O-])cc2[N+](=O)[O-])cc1	i	10.3	9.1	6.8	.	.	i	-1.1	993	17.8%	-1.01	-0.232	-0.309	0.991	20.7%	3.5	1.5	6.7
16	Cc1ccccc1NS(=O)(=O)c1cc(C(=O)NCc2ccco2)ccc1C	i	-0.5	-15.9	8.7	-0.15	1232	i	-0.6	967	8.2%	-0.486	-0.227	0.0254	-0.132	4.5%	1.3	2.7	34.8
17	CC(=O)c1c(-c2ccccc2)c2ccccc2[nH]c1=O	i	5.6	-10.2	-5.3	0.27	1472	i	0.1	1432	9.1%	0.00411	-0.219	0.264	-0.0538	4.2%	2.4	2.0	2.7
18	Cn1cc(S(=O)(=O)N2CCN(c3ccc(F)cc3)CC2)c(=O)n(C)c1=O	i	-1.2	-7.8	-17.7	-1.04	1962	i	5.5	994	0.7%	1.94	0.0702	1.49	-1.43	-3.5%	3.1	3.2	8.7
19	CCOC(=O)Cc1csc(NC(NC(=O)CC)(C(F)(F)F)C(F)(F)F)n1	i	-6.3	10.6	7.5	0.85	1172	i	-2.9	923	-6.7%	-0.118	-0.209	0.128	0.375	-9.1%	4.4	2.2	7.0
20	COC(=O)c1ccccc1OC(=O)c1cccnc1	i	2.9	.	.	.	.	i	-8.0	1109	1.7%	0.777	-0.103	0.522	-0.146	-13.5%	4.1	2.4	3.2
21	O=C(CSc1nnc(-c2ccccc2)c2ccccc12)NCC1CCCO1 (stereo unspecified)	i	-1.0	0.6	14.1	-0.05	1358	i	-2.5	1100	-15.6%	0.038	-0.296	0.293	0.891	-12.2%	5.0	2.6	11.4
22	Cc1cc(C)c2c(N)c(C(=O)NN)sc2n1	.	.	.	.	-0.09	1094	i	-0.4	1305	.	1.15	-0.217	0.454	-1.39	.	.	.	.
23	O=C(COC(=O)c1cccnc1Nc1cccc(C(F)(F)F)c1)NC1CCS(=O)(=O)C1 (stereo unspecified)	i	-14.2	-9.6	-6.8	0.35	1465	i	-2.6	1124	27.4%	0.0462	-0.19	0.305	-0.19	31.3%	2.9	4.2	6.1
24	CCc1ccccc1N(C)C(=O)CCc1nc(-c2ccc(C)cc2)no1	i	-11.6	33.2	20.1	-0.09	1117	i	-2.7	1152	-9.5%	-0.126	-0.281	-0.0354	0.541	-6.5%	3.3	2.5	5.1
25	O=C(NC(Cc1c[nH]c2ccccc12)C(=O)N/N=C/c1cccc2ccccc12)c1cccs1 (stereo unspecified)	i	-3.2	-16.4	-13.0	-0.62	1453	i	-1.6	1101	16.4%	-0.65	-0.114	-0.551	0.326	8.6%	3.0	2.1	7.3
26	COc1ccccc1NC(=O)CSc1nnc(CNC(=O)COc2ccc(Cl)cc2)o1	i	10.7	-3.2	-2.7	2.7	1319	i	-1.1	758	11.1%	0.148	1.13	0.79	-0.854	2.0%	4.0	2.1	0.9
27	COc1cccc(CNC(=O)N[C@@H](C)C(=O)O)c1	.	.	.	.	-0.12	1084	i	-0.9	1425	.	0.139	-0.27	0.565	-0.104	.	.	.	.
28	CCN(CC)S(=O)(=O)c1ccc2c(c1)c(=O)c(C(=O)NCc1ccc3c(c1)OCO3)cn2C	i	5.4	11.1	-22.0	-0.27	1285	i	-4.0	528	-2.3%	-0.108	-0.273	0.87	0.0722	-8.5%	4.2	3.6	4.6
29	CCN(CC)S(=O)(=O)c1ccc(NC(=O)CN(c2cccc(C)c2)S(C)(=O)=O)cc1	i	10.6	-16.9	-5.8	.	.	i	-1.3	1212	17.1%	0.361	-0.246	0.116	-0.0128	13.6%	3.0	1.7	5.8
30	CCCCCCNCC1OCc2ccccc2CO1	i	8.2	3.9	-13.5	-0.15	1403	i	0.0	1094	9.8%	0.106	-0.258	-0.228	-0.0829	3.0%	3.3	3.3	3.6
31	Cc1cc(C)c2[nH]c(=O)c(C(c3nnnn3C(C)(C)C)N(Cc3ccco3)CC3CCCO3)cc2c1 (stereo unspecified)	i	-8.6	6.0	8.4	.	.	i	3.2	1049	-22.2%	-0.799	1.09	-0.0419	0.74	-28.6%	1.7	1.5	7.5
32	O=C(CCc1nc2ccccc2[nH]1)Nc1ccc(F)cc1	i	-3.8	12.8	14.6	.	.	i	.	.	0.8%	0.249	-0.251	0.617	1.69	1.4%	2.0	2.1	10.9
33	O=C(O)Cc1csc(NC(=O)CSc2cccc(C(=O)O)n2)n1	.	.	.	.	0.02	1109	i	1.6	1281	.	0.326	-0.225	0.477	-0.0864	.	.	.	.
34	O=C(c1ccc(CSc2ccccc2)cc1)N1CCN(c2ccccc2)CC1	i	19.9	70.1*	47.5*	0.48	1553	i	-2.0	1018	11.9%	0.687	-0.183	0.536	-1.03	15.3%	1.9	1.2	10.7
35	CCc1[nH]c(=S)c(C#N)c(-c2ccccc2)c1C(=O)OC	i	-11.2	-4.2	4.7	0.47	1248	i	-3.6	561	-4.3%	-0.233	-0.319	-0.507	0.601	-14.9%	2.4	2.8	7.5
36	Cc1cnc(NC(=O)c2ccc(-c3nc4ccccc4s3)o2)s1	i	4.5	36.6	26.7	0.21	1115	i	-9.3	1031	10.9%	1.07	0.0324	0.359	-0.798	15.6%	3.6	1.0	2.9
37	COc1cccc(C(=O)NC(=S)Nc2ccc(Cl)c(C(=O)O)c2)c1	i	-2.6	-21.9	16.2	1.41	1092	i	0.9	1172	-4.1%	-0.162	-0.241	0.287	0.712	-9.0%	2.0	1.3	9.5
